IDE exosite FP: exo-site inhibitors of human IDE, primary screen, biochemical, fluorescence anisotropy, probe displacement | Insulin-degrading enzyme (Homo sapiens), P14735 | hit rate 6.3% among 17,000 | z-score at 20 µM | purified IDE, FL-6b probe fluorescence polarization; active compounds read low;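 active = z-score of -3 or lower, meaning strong loss of probe binding signal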;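 note: His-tagged human IDE residues 42-1019 made in E. coli with 30 nM FL-6b probe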
Target sequence (P14735 42-1019 limits assumed): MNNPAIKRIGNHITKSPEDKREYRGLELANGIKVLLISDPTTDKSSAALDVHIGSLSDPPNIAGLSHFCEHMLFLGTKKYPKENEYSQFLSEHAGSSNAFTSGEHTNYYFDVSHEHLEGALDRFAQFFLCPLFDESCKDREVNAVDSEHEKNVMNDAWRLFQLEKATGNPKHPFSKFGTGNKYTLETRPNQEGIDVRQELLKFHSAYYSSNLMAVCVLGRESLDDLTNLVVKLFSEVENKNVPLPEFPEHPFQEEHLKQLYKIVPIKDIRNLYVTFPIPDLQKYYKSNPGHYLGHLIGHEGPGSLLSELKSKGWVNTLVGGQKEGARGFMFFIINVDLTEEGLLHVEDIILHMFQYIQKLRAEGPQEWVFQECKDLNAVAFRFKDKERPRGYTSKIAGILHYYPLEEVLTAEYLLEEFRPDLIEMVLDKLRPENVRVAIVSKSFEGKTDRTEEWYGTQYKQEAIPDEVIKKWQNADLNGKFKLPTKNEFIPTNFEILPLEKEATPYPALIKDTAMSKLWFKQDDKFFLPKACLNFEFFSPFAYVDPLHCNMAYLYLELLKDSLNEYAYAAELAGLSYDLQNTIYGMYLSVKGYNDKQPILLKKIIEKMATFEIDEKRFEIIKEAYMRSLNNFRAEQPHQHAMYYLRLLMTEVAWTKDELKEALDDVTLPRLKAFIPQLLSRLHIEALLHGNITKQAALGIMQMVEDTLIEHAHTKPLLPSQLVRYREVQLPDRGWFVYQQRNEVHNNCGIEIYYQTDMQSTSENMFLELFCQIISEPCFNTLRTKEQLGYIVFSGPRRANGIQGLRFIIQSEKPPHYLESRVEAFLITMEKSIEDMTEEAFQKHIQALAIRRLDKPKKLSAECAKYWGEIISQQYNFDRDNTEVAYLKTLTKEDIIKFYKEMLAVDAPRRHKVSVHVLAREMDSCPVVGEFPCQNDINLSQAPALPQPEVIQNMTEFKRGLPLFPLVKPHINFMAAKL
An asterisk follows results filed as active. This is a subset; the hit share may differ from the screen's.

SMILES	IDE exosite FP
C[C@H]1CCCCO[C@@H](CN(C)Cc2ccncc2)[C@@H](C)CN([C@@H](C)CO)C(=O)c2cc(NC(=O)Cc3ccccc3)ccc2O1	1.3
CC(=O)N1CCCCN2[C@@H](CO)[C@H](c3ccc(-c4ccccc4)cc3)[C@@H]2C1	-0.87
CC(C)CC#Cc1ccc([C@@H]2[C@H](CO)N3C(=O)CN(C(=O)Nc4cc(F)ccc4F)C[C@@H]23)cc1	-0.33
CS(=O)(=O)N1Cc2cc(C(=O)NCC3CC3)nc(-c3cccc(-c4cncnc4)c3)c2[C@@H]1CCO	0.37
O=C(C[C@@H]1CC[C@H]2[C@@H](COC[C@@H](O)CN2Cc2nccs2)O1)NCc1ccccc1Cl	-0.57
COc1ccc(-c2ccc([C@H]3[C@H]4CN(Cc5ccccc5)CC(=O)N4[C@H]3CO)cc2)cc1	0.77
O=C1N[C@H](c2ccccc2)COCc2cn(nn2)CC[C@@H]1Cc1cccc(Cl)c1	1.4
CCCN1C[C@@H](C)[C@@H](OC)CN(C)C(=O)c2ccc(NS(=O)(=O)c3cn(C)cn3)cc2OC[C@@H]1C	-0.044
O=C(c1ccc2c(c1)OCO2)N1CC(=O)N2[C@H](C1)[C@H](c1ccc(C#CC3CCCC3)cc1)[C@@H]2CO	0.63
COc1cccc(C(=O)Nc2ccc3c(c2)C(=O)N(C)[C@H]2CC[C@H](CC(=O)Nc4ccc5c(c4)CCCC5)O[C@@H]2CO3)c1	1
O=S(=O)(c1ccccc1)N1CCCCN2[C@@H](CO)[C@H](c3ccc(C#CC4CCCC4)cc3)[C@@H]2C1	1.1
N#Cc1cccc(-c2ccc([C@H]3[C@H]4CN(C(=O)Nc5ccccc5)CCCCN4[C@H]3CO)cc2)c1	0.53
O=S(=O)(c1ccc(F)cc1)N1CCCCN2[C@H](CO)[C@@H](c3ccc(-c4ccccc4)cc3)[C@H]2C1	3.5
O=C(C1CC1)N1CCCCN2[C@@H](CO)[C@H](c3ccc(C#CC4CCCC4)cc3)[C@@H]2C1	3
CCS(=O)(=O)N1CCCCN2[C@H](CO)[C@@H](c3ccc(C#CC(C)(C)O)cc3)[C@@H]2C1	-0.47
N#C[C@H]1[C@H](c2ccc(-c3cccnc3)cc2)[C@@H](CO)N1C(=O)C1CCOCC1	0.8
COc1ccc2c3c(n(C)c2c1)[C@H](CO)N(Cc1ccccc1)CC31CN(CC2CC2)C1	-1.5
CCC(=O)N1[C@@H](CO)[C@@H]2c3ccccc3N(C(=O)Nc3ccc(Cl)cc3)C[C@@H]21	0.22
O=C(NC[C@H]1[C@H](c2ccccc2)[C@H](CO)N1Cc1cccnc1)c1ccccn1	1.2
N#Cc1ccc(-c2ccc([C@@H]3[C@@H](CO)N4C(=O)CN(C(=O)C5CCCCC5)C[C@@H]34)cc2)cc1	-0.68
CN1CCN(C(=O)C[C@@H]2CC[C@@H]3[C@H](COC[C@H](O)CN3C(=O)Nc3ccc4c(c3)OCO4)O2)CC1	1.2
O=C(Cc1ccccc1)N1CC[C@H]2[C@H](CO)Nc3ccc(C4=CCCCC4)cc3[C@H]21	2.8
N#C[C@H]1[C@@H](c2ccccc2)[C@@H](CO)N1C(=O)C1CCCC1	5.1
CN1CCCCN2[C@H](C1)[C@H](c1ccc(C#CC3(O)CCCC3)cc1)[C@@H]2CO	2.8
O=C(C[C@@H]1CC[C@H]2[C@@H](COC[C@H](O)CN2CC2CCOCC2)O1)NCC1CCCCC1	0.095
O=C(C1CCC1)N1CC(=O)N2[C@H](CO)[C@@H](c3ccc(C#CCc4ccccc4)cc3)[C@@H]2C1	-2.6
COCC(=O)N1CC(=O)N2[C@@H](CO)[C@@H](c3ccc(C#Cc4cccc(OC)c4)cc3)[C@@H]2C1	-7*
COc1ccc([C@H]2CC=CC[C@@H](C)Oc3ccccc3C(=O)N(C)[C@H](C(C)C)C(=O)N2)c(OC)c1 (mixture of isomers)	0.17
COCC(=O)N1[C@@H]2Cn3c(ccc(/C=C/c4ccccc4)c3=O)[C@H]1[C@@H](C(=O)N1CCOCC1)[C@@H]2CO	-1.3
C/C=C/c1ccc([C@H]2[C@@H](CO)N3CCCCN(C(=O)Nc4cc(F)ccc4F)C[C@H]23)cc1	0.077
O=C(c1ccncc1)N1C[C@@H]2[C@H](c3ccccc31)[C@H](CO)N2C(=O)CN1CCOCC1	0.75
COc1ccccc1-c1ccc2n(c1=O)C[C@@H]1[C@@H](CO)[C@H](C(=O)NCc3ccccc3Cl)N[C@H]21	0.59
N#Cc1cccc(-c2ccc(C3[C@H]4CNC[C@@H]3N4S(=O)(=O)c3ccccc3F)cc2)c1 (some centres undefined)	4.3
CCCC#Cc1ccc([C@@H]2[C@@H](CO)N3C(=O)CN(C(=O)c4cccc(F)c4)C[C@H]23)cc1	0.1
CO[C@H]1CN(C)C(=O)c2cc(NC(=O)c3ccc(F)cc3)ccc2OC[C@H](C)N(C(=O)CC2CC2)C[C@H]1C	1.5
CCC(=O)N1[C@H](CO)[C@H](c2ccccc2)[C@H]1CN(C(C)C)S(C)(=O)=O	4.2
C/C=C/c1ccc([C@H]2[C@@H](CO)N(CCC)[C@H]2CNC(=O)CN2CCOCC2)cc1	0.61
CO[C@H]1CN(C)C(=O)c2ccc(NC(=O)c3nc4ccccc4s3)cc2OC[C@@H](C)N(Cc2cccnc2)C[C@@H]1C	-0.24
CC(C)NC(=O)N1[C@@H](CO)[C@@H]2c3ccccc3NC[C@@H]21	2.5
Cc1ccccc1-c1ccc2c(c1)O[C@H](CN(C)C(=O)Nc1ccc(C(F)(F)F)cc1)[C@H](C)CN([C@@H](C)CO)S2(=O)=O	-0.15
O=C(N[C@@H]1CC[C@@H](CC(=O)N2CCOCC2)O[C@H]1CO)c1cccc(F)c1	1.2
COCCNC(=O)C[C@@H]1C[C@H]2c3cc(NC(=O)CN(C)C)ccc3O[C@H]2[C@H](CO)O1	-0.75
O=C1CN(S(=O)(=O)c2ccccc2)C[C@@H]2[C@@H](c3ccc(C#CCc4ccccc4)cc3)[C@H](CO)N12	4.8
CC(C)(O)C#Cc1ccc([C@H]2[C@H](CO)N3CCCCN(S(C)(=O)=O)C[C@@H]23)cc1	1.1
CN(C)CC(=O)N[C@H]1CC[C@H](CCNC(=O)C2CCC2)O[C@H]1CO	2.2
C/C=C/c1ccc([C@H]2[C@@H](C#N)N(C(=O)Cc3ccccn3)[C@@H]2CO)cc1	2.2
O=C(O)C[C@H]1C=C[C@@H](NC(=O)Nc2cc(F)ccc2F)[C@@H](CO)O1	1.3
O=C(C[C@H]1C=C[C@H](NC(=O)CCN2CCCCC2)[C@@H](CO)O1)Nc1nccs1	-1.6
O=C(N[C@H]1CC[C@@H](CCn2cc(-c3ccccc3F)nn2)O[C@H]1CO)c1ccc2c(c1)OCO2	0.68
OC[C@@H]1[C@H](c2ccc(-c3ccc(F)cc3)cc2)[C@H]2CN(Cc3ccccn3)CCCCN12	0.065

The results go on.
SMILES	IDE exosite FP
O=C(C[C@@H]1CC[C@@H]2NC[C@@H](O)COC[C@H]2O1)Nc1ccc(-c2ccccc2)cc1	0.25
COc1ccc(C[C@H]2CCn3nncc3COCCCNC2=O)cc1	0.15
C[C@@H]1CCCCO[C@@H](CN(C)S(=O)(=O)c2ccc(F)cc2)[C@@H](C)CN([C@@H](C)CO)C(=O)c2cc(N(C)C)ccc2O1	-1.2
COc1ccc(-c2ccc([C@H]3[C@H](CO)N4CCCCN(C(=O)c5ccc6c(c5)OCO6)C[C@@H]34)cc2)cc1	1.3
O=C(c1cccc(F)c1)N1CC(=O)N2[C@@H](CO)[C@H](c3ccc(-c4cccnc4)cc3)[C@@H]2C1	1.5
CC(=O)N1CCCCN2[C@H](C1)[C@@H](c1ccc(C#Cc3ccccc3F)cc1)[C@@H]2CO	-4.5*
C[C@@H]1CN([C@H](C)CO)S(=O)(=O)c2ccc(-c3ccncc3)cc2O[C@H]1CN(C)S(C)(=O)=O	-0.94
O=C(c1ccc2c(c1)OCO2)N1C[C@H]2[C@@H](c3ccccc31)[C@H](CO)N2C(=O)CC1CC1	-0.027
COc1ccc(S(=O)(=O)N(C)C[C@@H]2OCCCC[C@@H](C)Oc3ccc(NC(=O)Cc4ccccc4)cc3C(=O)N([C@H](C)CO)C[C@@H]2C)cc1	2.7
O=C(C[C@@H]1CC[C@@H]2NC[C@H](O)COC[C@H]2O1)NCCc1ccncc1	-0.2

Arranged by SMILES length (ascending): some entries from above.
SMILES	IDE exosite FP
COc1ccc(C[C@H]2CCn3nncc3COCCCNC2=O)cc1	0.15
C[C@@H]1CN([C@H](C)CO)S(=O)(=O)c2ccc(-c3ccncc3)cc2O[C@H]1CN(C)S(C)(=O)=O	-0.94
COc1ccc(-c2ccc([C@H]3[C@H](CO)N4CCCCN(C(=O)c5ccc6c(c5)OCO6)C[C@@H]34)cc2)cc1	1.3
COc1ccc(S(=O)(=O)N(C)C[C@@H]2OCCCC[C@@H](C)Oc3ccc(NC(=O)Cc4ccccc4)cc3C(=O)N([C@H](C)CO)C[C@@H]2C)cc1	2.7

(next part)
SMILES	IDE exosite FP
CN(C)C(=O)C[C@H]1CC[C@H]2[C@@H](COC[C@@H](O)CN2C(=O)C2CCOCC2)O1	-0.24
C[C@@H]1CCCCO[C@@H](CN(C)Cc2ccc(Cl)c(Cl)c2)[C@@H](C)CN([C@H](C)CO)C(=O)c2cc(NS(=O)(=O)c3cccs3)ccc2O1	0.43
CN(C)CC(=O)N1[C@H](C#N)[C@H](c2ccc(C#CC3CCCC3)cc2)[C@H]1CO	2.8
C[C@@H]1CCCCO[C@@H](CN(C)C(=O)CCCN(C)C)[C@H](C)CN([C@H](C)CO)C(=O)c2cc(NC(=O)Nc3ccc4c(c3)OCO4)ccc2O1	-0.07
CCCNC(=O)N1[C@H](CO)[C@H](c2ccc(C#CCN(C)C)cc2)[C@@H]1C#N	5.5
CCCC(=O)Nc1ccc2c(c1)C(=O)N(C)[C@H]1CC[C@@H](CC(=O)NCc3cccc(F)c3)O[C@@H]1CO2	-1.3
COCC(=O)N1CCCCN2[C@H](CO)[C@H](c3ccc(C#Cc4ccc(OC)cc4)cc3)[C@@H]2C1	-8.5*
O=C(C[C@@H]1C[C@H]2c3cc(NC(=O)C4CCOCC4)ccc3O[C@H]2[C@H](CO)O1)NCCN1CCCCC1	-0.18
COc1ccccc1-c1ccc2n(c1=O)C[C@H]1[C@H](CO)[C@@H](C(=O)N3CCOCC3)[C@@H]2N1CC1CC1	0.87
CCC(=O)N1CCCCN2[C@@H](CO)[C@@H](c3ccc(C#Cc4cccnc4)cc3)[C@@H]2C1	-3.1*

Gathered by group, the compounds so far with a cyano group.
SMILES	IDE exosite FP
N#Cc1cccc(-c2ccc([C@H]3[C@H]4CN(C(=O)Nc5ccccc5)CCCCN4[C@H]3CO)cc2)c1	0.53
N#C[C@H]1[C@H](c2ccc(-c3cccnc3)cc2)[C@@H](CO)N1C(=O)C1CCOCC1	0.8
N#Cc1ccc(-c2ccc([C@@H]3[C@@H](CO)N4C(=O)CN(C(=O)C5CCCCC5)C[C@@H]34)cc2)cc1	-0.68
N#C[C@H]1[C@@H](c2ccccc2)[C@@H](CO)N1C(=O)C1CCCC1	5.1
N#Cc1cccc(-c2ccc(C3[C@H]4CNC[C@@H]3N4S(=O)(=O)c3ccccc3F)cc2)c1 (some centres undefined)	4.3
C/C=C/c1ccc([C@H]2[C@@H](C#N)N(C(=O)Cc3ccccn3)[C@@H]2CO)cc1	2.2
CN(C)CC(=O)N1[C@H](C#N)[C@H](c2ccc(C#CC3CCCC3)cc2)[C@H]1CO	2.8
CCCNC(=O)N1[C@H](CO)[C@H](c2ccc(C#CCN(C)C)cc2)[C@@H]1C#N	5.5

Further entries:
SMILES	IDE exosite FP
C/C=C/c1ccc([C@@H]2[C@@H](CO)N(C(=O)CC)[C@H]2CN(C)S(C)(=O)=O)cc1	2.6
CO[C@H]1CN(C)C(=O)c2ccc(NC(=O)c3cc(C)on3)cc2OC[C@@H](C)NC[C@@H]1C	1.1
CCCNC(=O)N1C[C@@H](O)COC[C@@H]2O[C@H](CC(=O)OC)CC[C@H]21	1.2
O=C(c1ccccc1F)N1CC(=O)N2[C@H](CO)[C@@H](c3ccc(-c4ccc(F)cc4)cc3)[C@H]2C1	2.2
CN1c2ccc(Br)cc2[C@H]2[C@H](CCN2S(=O)(=O)c2ccccc2F)[C@@H]1CO	1.8
Cc1cc(C(=O)Nc2ccc3c(c2)C(=O)N(C)[C@@H]2CC[C@@H](CC(=O)NCc4ccc(-c5ccccc5)cc4)O[C@@H]2CO3)no1	1

Screening data deposited in PubChem by Broad Institute.
